LGR2 inh = blocks bursicon-induced cAMP signaling via Drosophila LGR2; HEK293 LGR2, CRE-luciferase, bursicon-stimulated, 4 h; inhibition, % at 9.99 µM; 380,000 tested, 0.35% active;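 active = drop in luminescence signal, shown as inhibition above about 50% in the replicate tests, limit read from the data, passing the limit was not always enough; inconclusive = probably only some replicates passing the limit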;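 also: agonist challenge used bursicon conditioned medium at about half maximal strength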
EWS-Fli block = inhibitors of EWS/Fli oncoprotein transcriptional activity | A673 NR0B1-luciferase reporter, viability-normalised | inhibition, % at 12.6 µM | 350,000 tested, 0.67% active;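 active = mean inhibition of at least 50% after viability correction, with every replicate also passing that limit; inconclusive = mean reaches 50% but only one of two replicates passes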;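 also: firefly luciferase signal divided by Alamar Blue viability fluorescence both relative to DMSO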
ARNT-TACC3 inh = disruptors of human ARNT/TACC3 interaction | Q9Y6A5 | AlphaScreen His-ARNT PAS-B/GST-TACC3 binding, luminescence; TACC3 fragment carries E629A point mutation | inhibition, % at 9.99 µM | 390,000 tested, 0.66% active | AID 623870;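 active = mean inhibition of replicates at least 50% and at least half of replicates each reaching 50%; inconclusive = half or more replicates reach 50% but mean below 50%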;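 also: 0% = complete ARNT plus TACC3 wells and 100% = ARNT alone without TACC3; many hits fall short of the cut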
DENV2 CPE = DENV2-induced cell death inhibition; DENV2-infected cells, cytopathic effect rescue, plate reader; CPE inhibition, % at 9.99 µM; 350,000 tested, 1.7% active; in the data active = CPE inhibition above about 20%, passing the limit was not always enough; inconclusive = no clear call, values can overlap the other calls; tested in BHK-21 cells;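 also: 0% = median of neutral control wells and 100% = median of positive control wells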
PAX8 reporter = inhibitors of PAX8 transcriptional activity in RMG-I cells | RMG-I TPO-luciferase reporter, SteadyGlo, 24 h | inhibition, % at 12.6 µM | 360,000 tested, 1.2% active;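 active = mean replicate inhibition at least 60% with every replicate also reaching 60%; inconclusive = only one of the two criteria is met; inactive = mean below 60% and not all replicates reaching 60%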;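 also: luciferase light reporting Pax8 driven TPO promoter activity; plate controls were median of neutral control wells for no effect and mitoxantrone controls for full effect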
SIRT5 block = blocks human SIRT5 desuccinylation of peptide; Q9NXA8; AID 652115; 330,000 tested, 1.1% active; inhibition, % at 15 µM; Purified SirT5, succinyl-peptide AMC, trypsin-coupled fluorescence; in the data active = inhibition above about 15%; inconclusive = no clear call, values can overlap the other calls
Target sequence (Q9NXA8 whole entry, looked up): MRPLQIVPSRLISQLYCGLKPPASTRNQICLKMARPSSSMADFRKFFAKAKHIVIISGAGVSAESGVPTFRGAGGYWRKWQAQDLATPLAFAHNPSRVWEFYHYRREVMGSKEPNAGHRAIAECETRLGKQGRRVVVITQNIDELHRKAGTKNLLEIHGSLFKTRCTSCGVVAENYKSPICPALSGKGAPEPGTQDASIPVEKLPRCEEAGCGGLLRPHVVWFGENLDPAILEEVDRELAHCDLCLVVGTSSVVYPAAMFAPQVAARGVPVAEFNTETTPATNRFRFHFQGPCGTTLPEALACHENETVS
CASP6 VEID inh = inhibitors of human caspase-6. P55212. purified caspase-6, Z-VEID-R110 cleavage fluorescence. inhibition, % at 12.5 µM. 350,000 tested, 0.53% active;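 active = mean inhibition across replicates at least about 35%, with every replicate also reaching that limit, limit read from the data; inconclusive = only one of the two criteria met; inactive = neither criterion met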;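 also: 0% = median of neutral control wells and 100% = no fluorescence left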
Target sequence (P55212 24-179 limits assumed): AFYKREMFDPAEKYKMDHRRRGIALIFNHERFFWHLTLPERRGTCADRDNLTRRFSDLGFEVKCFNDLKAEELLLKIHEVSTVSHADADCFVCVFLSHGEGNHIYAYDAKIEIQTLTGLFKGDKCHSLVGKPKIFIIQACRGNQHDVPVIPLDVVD
Target sequence (P55212 194-293 limits assumed): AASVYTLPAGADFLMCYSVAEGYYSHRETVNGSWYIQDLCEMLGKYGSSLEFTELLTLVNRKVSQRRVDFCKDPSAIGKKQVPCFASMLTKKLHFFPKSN
* hit, by the source's call; u = inconclusive; x = no result given. An unsorted share of the library; 4.9% or so of the library scored in one or more.

SMILES	LGR2 inh	EWS-Fli block	ARNT-TACC3 inh	DENV2 CPE	PAX8 reporter	SIRT5 block	CASP6 VEID inh
CCN(CC)C(=O)C1CCCN(c2ccc([N+](=O)[O-])cc2[N+](=O)[O-])C1 (stereo unspecified)	21	-7	5	x	4	2	3
CC=Cc1ccc2n(c1=O)C[C@@H]1[C@@H](CO)[C@H](C(=O)NCC3CC3)[C@H]2N1Cc1ccccc1OC (mixture of isomers)	-11	5	0	2	x	-4	3
CC1CCCN(C(=S)SCC(=O)O)C1 (stereo unspecified)	-16	x	-4	x	-2	x	x
CCS(=O)(=O)Nc1ccc2c(c1)C(=O)N(C)C[C@H](OC)[C@H](C)CN(C(=O)CN(C)C)[C@@H](C)CO2	-8	-3	-1	14	x	-5	0
Cc1ccc(Cl)c(OCC(=O)Nc2ccccc2C(=O)NC2CC2)c1	1	0	x	-5	x	1	-46
O=C(COC(=O)c1cccnc1)Nc1cccc2ccccc12	21	-1	x	2	3	-2	1
O=C(Nc1cccc(C2=NCCN2)c1)Nc1cccc(C2=NCCN2)c1	-16	-10	0	3	99*	-2	-37
CC(NC(=O)c1ccc(Br)o1)c1ccc(-n2ccnc2)cc1 (stereo unspecified)	-1	-3	-4	-2	x	-6	-1
Cc1ccccc1S(=O)(=O)NCC[C@H]1CC[C@H](NC(=O)C2CCOCC2)[C@@H](CO)O1	20	-5	0	2	-19	-2	2
CC1(OC(=O)CCc2ccccc2)C(=O)C=C2C=C(c3ccc(C#N)cc3)N(c3ccccc3)C=C2C1=O (stereo unspecified)	5	-11	-3	41*	-25	x	-2
COc1ccc(Cc2[nH]n3c(=O)cc(C)nc3c2-c2ccccc2)cc1	27	18	-1	-1	10	-6	-2
CCCCC1CCC(C(=O)N(CCOC)c2c(N)n(CCCC)c(=O)[nH]c2=O)CC1 (stereo unspecified)	2	5	-1	-3	4	4	1
Cc1ccc(S(=O)(=O)N2CCN(C(=O)c3cccs3)CC2)cc1	0	9	4	4	19	-2	-1
O=C(Nc1nc2ccc(F)cc2s1)C1CCN(S(=O)(=O)c2cc([N+](=O)[O-])ccc2Cl)CC1	4	-4	0	-6	-2	-1	-2
Nc1nc(SCC(=O)Nc2ccccc2)[nH]c(=O)c1-c1ccccc1	-12	-13	-1	-7	x	-1	-2
O=C(Nc1cccc2ccccc12)c1ccccc1Cl	-17	-30	-7	4	-32	-5	-2
O=C(COC(=O)Cc1ccsc1)Nc1ccc(Cl)c(S(=O)(=O)N2CCOCC2)c1	0	10	-4	-10	37	0	6
O=C1c2cccc([N+](=O)[O-])c2C(=O)N1c1c[nH]c(=O)[nH]c1=O	-4	-4	-31	-1	-13	-1	0
C[C@H](CO)N1C[C@H](C)[C@@H](CN(C)Cc2ccncc2)Oc2ccc(NS(C)(=O)=O)cc2C1=O	11	0	0	2	11	-4	2
Clc1ccc(Cn2cccn2)cn1	-11	2	-7	-3	6	0	1
C[C@@H]1CN([C@@H](C)CO)C(=O)c2cc(N(C)C)ccc2O[C@H]1CN(C)C(=O)Nc1ccccc1	1	2	x	x	13	x	x
CCN(CC)P(=O)(Nc1cccc(C(F)(F)F)c1)c1ccc(N(C)C)cc1NC(=O)c1ccco1 (stereo unspecified)	14	17	3	x	31	-3	-2
CC1Nc2ccc(C(=O)NC3CCCCC3)cc2NC1=O (stereo unspecified)	3	1	1	-4	-10	-2	x
Cn1cnnc1SCC(=O)Nc1ccccc1F	-4	4	0	1	12	-4	0
Cc1ccccc1-c1cnc2c(c1)C(=O)N([C@H](C)CO)C[C@H](C)[C@@H](CN(C)C(=O)c1ccc(F)cc1)O2	8	-3	-6	-9	x	1	4
C[C@@H]1CN([C@H](C)CO)C(=O)c2cccc(NS(=O)(=O)c3ccc(F)cc3)c2O[C@H]1CN(C)Cc1ccc(C(=O)O)cc1	6	10	-8	-2	x	6	0
CC(C)NC(=O)N(C)C[C@@H]1OCCCC[C@H](C)Oc2ccc(NC(=O)c3ccncc3)cc2C(=O)N([C@@H](C)CO)C[C@H]1C	-2	3	-10	8	-12	1	-2
CCCCC[C@H]1CN(Cc2ccc(OC)cc2)C(=O)[C@@H]1CC(=O)NCc1ccccc1	-3	-1	-7	-12	-11	7	2
CC1C(=O)N(Cc2cn(CCC3OCCCO3)nn2)CCS(=O)(=O)N1Cc1ccc(-c2cccc(N(C)C)c2)cc1 (stereo unspecified)	-17	-4	x	-8	-14	-3	2
O=C(COC(=O)/C=C/c1cccc(F)c1)Nc1cccc(S(=O)(=O)NC2=NCCCCC2)c1	-18	6	5	-1	-6	-2	0
CSc1ccc(/C=N/NC(=O)c2ccc(-n3cnnn3)cc2)cc1	-5	-7	-7	3	7	-4	-6
CCc1ccccc1NC(=S)N=Nc1c(O)n(C)c2ccc(S(=O)(=O)N3CCOCC3)cc12	0	x	1	x	3	x	x
O=C(COc1cc(F)ccc1[N+](=O)[O-])NCCCc1ccccc1	-8	8	5	-11	-1	0	3
CCOc1cc(NS(=O)(=O)c2ccc(NC(C)=O)cc2)c(OCC)cc1NC(=O)c1cccs1	-9	x	-18	x	17	x	x
COc1ccc(N(CC(=O)N2CCN(Cc3ccccc3)CC2)S(=O)(=O)c2ccccc2)cc1	6	3	3	-3	-9	5	-3
Cc1noc(C)c1NC(=O)N(C)C[C@H]1OCCCC[C@@H](C)Oc2ccc(NC(=O)c3ccccc3)cc2C(=O)N([C@@H](C)CO)C[C@@H]1C	-3	-8	2	-1	6	-18	-1
OC(c1ccc(F)c(F)c1)c1nc(-c2cncnc2)cs1 (stereo unspecified)	-6	-1	x	-6	-2	x	3
CC(C)NC(=O)Nc1ccc2c(c1)C(=O)N([C@H](C)CO)C[C@H](C)[C@H](CN(C)CC1CC1)O2	-1	-9	-8	10	-22	-3	1
CCCCn1c(N)c(N(CCC(C)C)C(=O)c2cccc(N3C(=O)c4ccccc4C3=O)c2)c(=O)[nH]c1=O	17	-4	-6	0	18	-3	0
C[C@H](CO)N1C[C@H](C)[C@H](CN(C)Cc2cncnc2)Oc2cc(-c3cncnc3)ccc2S1(=O)=O	-9	-11	-7	6	-10	-6	0
CN(C)CC(=O)N1[C@@H](CO)[C@@H](c2ccccc2)C12CN(Cc1cc(F)ccc1F)C2	-19	-2	x	-1	4	14	3
C[C@@H]1CN([C@H](C)CO)C(=O)c2cc(NC(=O)c3ccncc3)ccc2O[C@@H]1CN(C)Cc1ccccc1	8	-2	-7	14	-7	-3	1
COc1ccc(C(CNC(=O)c2ccc(Cl)s2)N2CCOCC2)cc1 (stereo unspecified)	-3	-4	-3	1	-3	-4	1
CCC(CC)C(=O)Oc1c(C(=O)N(C)C)cccc1-c1ccccc1	-12	3	-7	-11	8	1	0
C[C@H]1CN([C@@H](C)CO)C(=O)Cc2cc(NC(=O)C3CC3)ccc2O[C@H]1CN(C)S(=O)(=O)c1ccc(Cl)cc1	5	52*	26	12	46	-5	4
O=C1NN(c2ccc(Cl)c(Cl)c2)C(=O)/C1=C/c1ccc(-c2ccccc2C(=O)O)o1	0	1	23	5	-8	13	37*
COc1ccc(OC)c(-n2c(=S)[nH]c3c(sc(=S)n3-c3ccccc3C)c2=O)c1	-5	3	7	-6	-6	0	1
CN(C(=O)CCc1nnc(-c2ccc(-c3ccccc3)cc2)o1)C1CCOCC1	-12	x	-1	-8	-45	-8	-5
Cc1ccc(NC(=O)Cn2c(=O)n(CCC(=O)NC3CCN(Cc4ccccc4)CC3)c(=O)c3ccccc32)cc1	-2	3	-12	1	4	-3	-4
O=C(NCc1cccnc1)c1ccc(S(=O)(=O)N2CCOCC2)cc1	22	0	-6	6	x	-2	5
CC=Cc1ccc2n(c1=O)C[C@@H]1[C@@H](CO)[C@H](C(=O)Nc3ccccc3)N(CC3CC3)[C@H]21 (mixture of isomers)	-16	6	4	-1	x	1	1
COc1ccc(C(O)c2nc(-c3ccoc3)cs2)cc1 (stereo unspecified)	-5	-17	x	-4	-17	x	11
Cc1ccc(S(=O)(=O)NCc2ccccc2)cc1C(=O)NC1CCC(C)CC1 (stereo unspecified)	-27	x	x	u	-14	-4	3
CCc1noc(C)c1C(=O)N1CCN(S(=O)(=O)c2ccc(Cl)cc2)CC1	-9	-1	1	2	3	-7	2
CCCS(=O)(=O)c1c(S(=O)(=O)CCC)c2c(N)cccn2c1C(=O)OC	21	8	16	7	6	0	-4
O=C(C[C@H]1C[C@@H]2c3cc(NC(=O)C4CCC4)ccc3O[C@@H]2[C@H](CO)O1)NC1CCCC1	-42	-5	5	-5	15	-1	-1
CCOc1cccc(-c2c(C(=O)N/N=C/c3cccnc3)nnn2-c2nonc2N)c1	-8	-14	0	-1	-6	-1	x
Cc1ccc(CNC(=O)CCc2c(C)nc3c(c(C)nn3-c3ccc(C)cc3)c2C)cc1	-1	7	-4	u	3	3	-3
C/C=C/c1ccc([C@@H]2[C@H]3CN(CCC(F)(F)F)CCCCN3[C@H]2CO)cc1	0	-3	3	2	3	-2	0
CCC(Sc1nc2cc(OC)c(OC)cc2c(=O)n1CCc1ccc(S(N)(=O)=O)cc1)C(=O)NCCOC (stereo unspecified)	-6	4	-4	0	-3	-2	3

Profiles as entered above. Screens in order: LGR2 inh	EWS-Fli block	ARNT-TACC3 inh	DENV2 CPE	PAX8 reporter	SIRT5 block	CASP6 VEID inh
Entry for Cc1ccc(S(=O)(=O)NCc2ccccc2)cc1C(=O)NC1CCC(C)CC1 (stereo unspecified) → -27	x	x	u	-14	-4	3
Entry for COc1ccc(OC)c(-n2c(=S)[nH]c3c(sc(=S)n3-c3ccccc3C)c2=O)c1 → -5	3	7	-6	-6	0	1

(cont.)
SMILES	LGR2 inh	EWS-Fli block	ARNT-TACC3 inh	DENV2 CPE	PAX8 reporter	SIRT5 block	CASP6 VEID inh
CC(C)CC#Cc1ccc([C@H]2[C@@H](CO)N3CCCCN(S(=O)(=O)c4ccc(F)cc4)C[C@@H]23)cc1	4	3	-1	-19	37	-1	0
Cc1ccc2oc(=O)cc(CN3CCCCC3)c2c1	-23	3	-1	-4	4	-1	1
O=C(O)COc1ccccc1/C=N/NC(=O)CSc1nc2ccccc2c(=O)n1-c1ccc(Cl)cc1	13	4	-6	8	11	-5	-2
COc1ccc(NC(=O)Nc2ccc3c(c2)C(=O)N([C@@H](C)CO)C[C@@H](C)[C@@H](CN(C)C(=O)Nc2ccc4c(c2)OCO4)OCCCC[C@@H](C)O3)cc1	-7	-4	-4	-1	-5	10	0
Cc1cc(C(=O)Nc2cccc3c2O[C@H](CN(C)C(=O)Nc2ccc(F)cc2)[C@H](C)CN([C@@H](C)CO)C3=O)n(C)n1	-20	-5	-3	16	2	-3	1
C[C@H]1CNC(=O)c2c(C(=O)NC3CCN(C(=O)OC(C)(C)C)CC3)ncn21	1	3	x	x	-16	-1	-3
C[C@H]1CN([C@@H](C)CO)C(=O)c2cccc(NC(=O)CCCCCC(=O)Nc3ccccc3N)c2O[C@H]1CN(C)C(=O)NC1CCCCC1	12	-6	x	-9	x	3	-1
O=C(Cn1cc2c(n1)CCCC2)NCc1cccc(Cl)c1	-6	-7	-4	-1	9	-6	-1
COc1ccc(NC(=O)Nc2ccc3c(c2)CC(=O)N([C@H](C)CO)C[C@@H](C)[C@H](CN(C)C(=O)Nc2ccc(F)cc2)O3)cc1	-19	-13	x	-2	-6	1	-1
CN(C(=O)COC(=O)c1ccc(Cl)s1)C1(C#N)CCCCC1	-27	2	x	-3	18	-1	1
COc1ccc(OC)c(N(CC(=O)Nc2ccccc2F)S(=O)(=O)c2ccccc2)c1	x	16	1	-12	44	0	0
CS(=O)(=O)N1[C@H](C#N)[C@@H](c2ccc(C#CC3CCCC3)cc2)[C@@H]1CO	-3	15	3	1	-4	1	2
CCCC(=O)Nc1sc(Cc2ccccc2)c(C)c1C(N)=O	-1	-8	-2	13	15	-2	2

Screening results from PubChem.
